Bioassay records deposited in PubChem by several laboratories.
MazEF act – activators of E. coli MazEF toxin-antitoxin RNase; FAM/BHQ RNA-DNA oligo cleavage fluorescence, 5 h; AID 504720; activation, % at 20 µM; 0.32% of 350,000 active; in the data active = activation above about 50%
Target sequence (P0AE70 whole entry, looked up): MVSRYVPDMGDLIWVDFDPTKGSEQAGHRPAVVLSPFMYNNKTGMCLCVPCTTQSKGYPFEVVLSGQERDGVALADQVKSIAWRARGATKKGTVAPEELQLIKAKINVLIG
FadD28 FP inh – inhibitors of Mycobacterium tuberculosis FadD28 bisubstrate binding | FadD28 bisubstrate probe binding, fluorescence polarization | inhibition, % at 12.5 µM | 0.22% of 360,000 active | AID 588549; in the data active = inhibition above about 8.5%, passing the limit was not always enough; inconclusive = no clear call, values can overlap the other calls
BoNT F protease – blocks Botulinum neurotoxin F light chain protease. 0.22% of 360,000 active. inhibition, % at 10 µM. AID 588497. Multiplex microsphere protease cleavage assay, flow cytometry; in the data active = inhibition above about 35%, passing the limit was not always enough; inconclusive = no clear call, values can overlap the other calls; note: plate controls were buffer without enzyme for full effect and enzyme alone for no effect
Mtb BioA inh – blocks M. tuberculosis BioA enzyme activity. purified M. tuberculosis BioA enzyme, plate reader. inhibition, % at 9.99 µM. 0.096% of 360,000 active. AID 602481; in the data active = inhibition above about 40%; inconclusive = no clear call, values can overlap the other calls
FBA Mtb inh – inhibitors of M. tuberculosis fructose-bisphosphate aldolase; inhibition, % at 1 µM; 2.3% of 360,000 active; P9WQA3; purified M. tuberculosis FBA, fluorescence read-out; in the data active = inhibition above about 27%;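 note: 0% = vehicle and 100% = reference inhibitor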
Target sequence (P9WQA3 whole entry, looked up): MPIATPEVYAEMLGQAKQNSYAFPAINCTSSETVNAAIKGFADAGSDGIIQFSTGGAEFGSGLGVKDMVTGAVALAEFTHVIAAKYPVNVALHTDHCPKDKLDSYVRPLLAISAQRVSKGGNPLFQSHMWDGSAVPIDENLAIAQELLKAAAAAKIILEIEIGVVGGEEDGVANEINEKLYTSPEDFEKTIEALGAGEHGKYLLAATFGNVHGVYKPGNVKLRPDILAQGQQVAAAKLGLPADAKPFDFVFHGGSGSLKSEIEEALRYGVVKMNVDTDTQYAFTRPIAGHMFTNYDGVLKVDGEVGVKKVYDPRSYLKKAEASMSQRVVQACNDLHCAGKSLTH
DUSP3 inh – DUSP3 (human) phosphatase inhibition; inhibition, % at 13.3 µM; recombinant VHR phosphatase, pNPP absorbance; P51452; 0.52% of 290,000 active; AID 1654; in the data active = inhibition above about 50%; note: some compounds called inactive have numbers as strong as hits
Rv3671c protease – inhibitors of M. tuberculosis serine protease Rv3671c; P9WHR9; inhibition, % at 5.96 µM; 0.048% of 320,000 active; AID 2606; in the data active = inhibition above about 38%;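 note: extracellular domain of Rv3671c used as enzyme; 0% = enzyme with DMSO and 100% = no enzyme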
Target sequence (P9WHR9 whole entry, looked up, the tested form may be a part): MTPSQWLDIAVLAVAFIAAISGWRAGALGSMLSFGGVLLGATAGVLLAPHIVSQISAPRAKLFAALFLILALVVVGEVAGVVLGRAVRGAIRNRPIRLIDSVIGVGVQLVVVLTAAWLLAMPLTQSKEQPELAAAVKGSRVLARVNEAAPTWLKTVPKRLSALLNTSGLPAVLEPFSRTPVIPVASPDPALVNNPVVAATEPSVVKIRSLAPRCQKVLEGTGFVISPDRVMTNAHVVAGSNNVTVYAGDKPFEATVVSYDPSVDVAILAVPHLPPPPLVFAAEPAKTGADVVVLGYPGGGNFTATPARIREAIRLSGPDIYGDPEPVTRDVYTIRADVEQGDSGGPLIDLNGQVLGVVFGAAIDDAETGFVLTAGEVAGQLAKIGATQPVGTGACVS
CCHF vOTU inh – blocks the CCHF virus ovarian tumor domain protease. CCHFV vOTU protease, Pep-AMC fluorescence. inhibition, % at 11.5 µM. 0.55% of 370,000 active. AID 651958; note: 0% = vehicle wells with enzyme and 100% = no enzyme wells
GDH-TPI inh – GDH-TPI coupled enzyme inhibition counter-screen. inhibition, % at 4.8 µM. 1.2% of 360,000 active. AID 588335. GDH-TPI coupled enzyme counterscreen, NADH absorbance;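 note: 0% = DMSO wells and 100% = wells lacking the enzyme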
UGM FP inh – blocks M. tuberculosis UGM enzyme. P9WIQ1. purified UGM, fluorescence polarization probe displacement. inhibition, % at 10 µM. 0.06% of 320,000 active; in the data active = inhibition above about 10%, passing the limit was not always enough; inconclusive = no clear call, values can overlap the other calls
Starred values were filed as active, the others as inactive; ? = inconclusive; nt = no result given; & = joins results of further samples. Cut-off read from the data, not from the text of the source, unless noted: active = inhibition above about 30%; inactive = the rest. Compounds as they come, and some 4.9% of all compounds hit somewhere here.

SMILES	MazEF act	FadD28 FP inh	BoNT F protease	Mtb BioA inh	FBA Mtb inh	DUSP3 inh	Rv3671c protease	CCHF vOTU inh	GDH-TPI inh	UGM FP inh
COc1ccc(-c2ccc(-c3nnc(-c4cc(OC)ccc4OC)o3)cc2)cc1	7	-1.4	0	-0.8	1	19	1	0	17	0.2
CC(C)N(C(=O)CSc1nnc(NC(=O)C2CCC2)s1)C(C)C	1	-2.3	-8	0.6	-2	24	-6	-7	6	-1.4
O=C(Nc1ncccc1O)c1ccc(S(=O)(=O)Nc2ccccc2)cc1	-4	-1.3	12	-0.5	-3	nt	4	0	10	-0.8
CCc1ccc(NC(=O)Cc2c(C(=O)O)n(C)c3ccccc23)cc1	2	0.9	-5	2.1	4	-6	7	11	4	2.0
O=C(CN(CC1CCCO1)C(=O)CNS(=O)(=O)c1ccccc1)NCc1ccccc1 (centres undefined)	6	0.2	?	-0.1	3	10	1	7	0	0.3
O=S(=O)(c1cccc(-c2nnc(SCc3nc4ccccc4s3)o2)c1)N1CCOCC1	5	-3.7	11	-2.5	5	12	-3	6	0	-1.1
C=CC[C@H](CC(=O)NCCO)C(=O)NCCOC(=O)[C@@H](CC=C)Cc1ccc(F)cc1	1	2.9	-1	-1.5	1	nt	7	-10	7	0.5
Cn1c(=O)[nH]c(=O)c2c1nc(N1CCN(Cc3ccccc3)CC1)n2CCCc1ccccc1	18	0.7	-8	0.9	4	-7	-17	-5	0	1.2
COc1ccc(C)cc1S(=O)(=O)Nc1ccc(F)c(Cl)c1	3	-2.4	-5	1.8	2	9	0	16	-5	-3.0
O=C(CC(CC(=O)c1ccc(Br)cc1)c1cccnc1)c1ccc(Br)cc1	-3	-3.4	-2	-0.4	2	34	-7	-2	10	2.1
O=C(Nc1ccc2c(c1)OCCO2)c1cc(-c2ccccc2)nc2ccccc12	2	-1.6	-15	-1.6	-2	21	-28	-1	10	0.6
O=C(CNC(=O)[C@@H]1Cc2ccccc2CN1)NCc1ccco1	5	-4.4	-2	-1.4	1	-6	6	6	-5	1.1
COc1ccc(Cl)cc1/C=C(\C#N)C(N)=O	6	0.6	1	-0.1	3	-14	-1	4	2	2.5
COc1cccc(-n2c(COc3ccc(C)cc3)nnc2SCC(=O)O)c1	-4	-0.7	-6	22	2	-33	5	-3	7	2.2
Cc1ccc(S(=O)(=O)N2CCN(C(=O)COC(=O)COc3ccc(Br)cc3)CC2)c(C)c1	1	-0.9	-8	-1.0	5	nt	nt	10	15	nt
CCOC(=O)C1=C(C)NC(C)=C(C(=O)OCC)C1C(=O)OCC(=O)N1CCC(C)CC1	2&-2	-2.0&-0.4	-1&-18	-4.8&-2.2	7&0	35	6&-7	10&9	22&12	1.6&-0.9
Nc1nc(SCC(=O)N2CCCc3ccccc32)n(-c2ccccc2)n1	1	-1.2	-8	-0.5	2	50*	-1	-5	-4	-0.2
O=c1[nH]nc(-c2ccccc2)c2ccccc12	12	-3.0	-6	0.0	-4	-34	4	-16	0	-3.4
O=C(Nc1ccc2c(c1)Cc1ccccc1-2)c1cc2ccccc2o1	-4	-2.3	-4	nt	3	nt	-6	-4	18	-0.1
Cn1cnc(NCc2ccccc2)c1[N+](=O)[O-]	8	-3.2	-10	0.2	1	17	5	-10	-2	-1.2
O=C(O)c1cccc(C(=O)Nc2cccc(NC(=O)C3CCCO3)c2)c1 (centres undefined)	-1	-8.6	5	-0.6	1	0	3	-14	-2	2.9
COc1ccc(C2=NCCn3nc4cc(C(F)(F)F)ccc4c32)cc1	0	-1.5	-4	-7.4	1	nt	9	13	16	3.2
COc1cc2c(cc1/C=C/[N+](=O)[O-])OCO2	-13	-2.2	21	-2.2	-13	8	nt	-6	-5	nt
O=C(Nc1nnc(-c2ccc(F)cc2)s1)c1c(F)cccc1Cl	-6	0.2	-5	-1.5	0	10	-1	-2	5	-3.6
Cc1cc(C)c(NC(=O)c2sc3nc(C)[nH]c(=O)c3c2C)c(C)c1	nt	nt	nt	nt	nt	8	-4	2	nt	1.8
O=C(Nc1ccccc1)Nc1ncc(C(F)(F)F)cc1Cl	-19	-0.1	-1	-4.5	3	nt	nt	3	-7	nt
O=C(CC1(O)C(=O)Nc2cc(Cl)cc(Cl)c21)c1ccncc1 (centres undefined)	3	1.5	1	0.4	0	4	-6	-2	7	0.4
CCOc1ccc(-c2cn3ccccc3n2)cc1	-5	0.0	0	nt	44*	-4	7	-16	4	-2.0
COc1ccc(C(=O)CSc2[nH]c(=O)cc(C(F)(F)F)c2C#N)cc1	-6	-12	6	nt	-3	-3	-5	-3	9	0.2
CCOc1ccccc1N=c1oc2cc(O)ccc2cc1C(=O)NCC1CCCO1 (centres undefined)	-7	-0.2	-3	-1.3	166*	10	12	-229	10	-0.6
Cc1ccc2nc(N(CCN(C)C)C(=O)C3=COCCO3)sc2c1	1	-4.0	-14	-0.9	-2	19	0	-1	-3	-1.0
CCOc1ccc(S(=O)(=O)NC(C)(C)C)cc1-c1nc2c(C(C)(C)C)nn(C)c2c(=O)[nH]1	2	-0.8	-16	-1.1	-3	17	-28	16	8	-1.0
COc1ccccc1CNC(=O)Cn1cccc1C(=O)c1ccccc1	1	-0.5	3	-0.1	-3	13	1	-8	11	-0.5
Cc1cc(C)nc(NS(=O)(=O)c2ccc(N3C(=O)C4CCCCC4C3=O)cc2)n1 (centres undefined)	7	1.2	-22	nt	1	58*	5	-8	-1	-0.5
Cc1cccc(NC(=O)CNC(=O)COC(=O)c2ccco2)c1C	7	-1.6	-5	0.4	0	nt	-3	8	-1	3.9
CC12C=CC3(O1)C(C(=O)N(c1cccnc1)C3C(=O)NC1CCCCC1)C2C(=O)Nc1ccccc1 (centres undefined)	6	-1.7	11	-0.7	1	-8	4	-14	0	-2.9
CSc1nc(O)c(C(c2cccc([N+](=O)[O-])c2)c2c(O)nc(SC)[nH]c2=O)c(=O)[nH]1	-4	-0.3	0	nt	0	12	-7	-2	3	1.9
O=C(COc1ccc(Br)cc1)NCCCn1ccnc1	0	-0.3	2	-0.1	-2	-27	-4	8	5	4.9
COc1ccccc1-c1cc(-c2ccc(O)cc2)nc(N)c1C#N	4	-3.0	19	nt	66*	20	-21	-47	23	1.5
Cc1ccc(NC2CCCN(C(=O)CCc3cn[nH]c3)C2)cc1C (centres undefined)	1	-1.0	10	0.4	0	-3	1	-9	2	-1.1
CC(C)(C)NC(=O)C(=O)NNC(=O)c1cccc(Br)c1	6	-5.2	2	nt	-2	-20	4	5	-7	2.0
O=C(C[C@@H]1C/C=C\C[C@@H](NC(=O)OCC2c3ccccc3-c3ccccc32)C(=O)OCCNC1=O)N[C@@H](CO)Cc1ccccc1	-30	-2.4	-7	0.1	5	nt	-4	-1	2	-1.3
Cc1ccc(C(=O)Nc2nc3ccccc3n2CCN2CCCC2)cc1	5	-0.2	-1	1.3	2	6	4	23	25	0.0
NS(=O)(=O)c1ccc(CCNC(=O)CSc2ccc3ccccc3c2)cc1	2	-5.3	0	nt	1	48	-10	-15	2	0.8
CCC(c1nnc(SCC(=O)N2CCOCC2)n1C1CCCCC1)N(C)C (centres undefined)	9	-2.6	-1	-0.3	-2	12	-5	-12	-9	0.6
CCc1nnc(NC(=O)c2nc(S(=O)(=O)Cc3cccc(C)c3)ncc2Cl)s1	3	-2.6	10	-1.6	0	-10	-19	-5	17	1.2
O=C(NC(c1cccnc1)c1ccc2c(c1)OCO2)C1CCN(CCOc2ccc(Cl)cc2Cl)CC1 (centres undefined)	nt	-4.7	-6	-1.5	1	nt	nt	0	11	nt

Molecules shown so far that contain an aryl thioether with sulfur outside any ring (eight):
SMILES	MazEF act	FadD28 FP inh	BoNT F protease	Mtb BioA inh	FBA Mtb inh	DUSP3 inh	Rv3671c protease	CCHF vOTU inh	GDH-TPI inh	UGM FP inh
CC(C)N(C(=O)CSc1nnc(NC(=O)C2CCC2)s1)C(C)C	1	-2.3	-8	0.6	-2	24	-6	-7	6	-1.4
O=S(=O)(c1cccc(-c2nnc(SCc3nc4ccccc4s3)o2)c1)N1CCOCC1	5	-3.7	11	-2.5	5	12	-3	6	0	-1.1
COc1cccc(-n2c(COc3ccc(C)cc3)nnc2SCC(=O)O)c1	-4	-0.7	-6	22	2	-33	5	-3	7	2.2
Nc1nc(SCC(=O)N2CCCc3ccccc32)n(-c2ccccc2)n1	1	-1.2	-8	-0.5	2	50*	-1	-5	-4	-0.2
COc1ccc(C(=O)CSc2[nH]c(=O)cc(C(F)(F)F)c2C#N)cc1	-6	-12	6	nt	-3	-3	-5	-3	9	0.2
CSc1nc(O)c(C(c2cccc([N+](=O)[O-])c2)c2c(O)nc(SC)[nH]c2=O)c(=O)[nH]1	-4	-0.3	0	nt	0	12	-7	-2	3	1.9
NS(=O)(=O)c1ccc(CCNC(=O)CSc2ccc3ccccc3c2)cc1	2	-5.3	0	nt	1	48	-10	-15	2	0.8
CCC(c1nnc(SCC(=O)N2CCOCC2)n1C1CCCCC1)N(C)C (centres undefined)	9	-2.6	-1	-0.3	-2	12	-5	-12	-9	0.6
